# Screening results from PubChem.
# WRN helicase inh: WRN helicase (human) inhibition; Potency, µM (doses to about 114 µM), for inactives: top-dose activity change, negative = inhibition, usual class: inhibitors; 360,000 tested, 0.46% active; AID 651768; Q14191; WRN helicase unwinding, fluorescent forked duplex, kinetic; note: potency is the fitted concentration of half-maximal effect; % is set by controls: 0 for no effect and ±100 for the full control effect; nearly all actives have a fitted effect of over 55% in size
#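 Screening of the MLSMR collection measured strand separation of a quenched forked DNA duplex (100 nM) by 20 nM WRN with 2 mM ATP, all final. Compounds were preincubated with enzyme 15 min at room temperature.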
# IL-1B inflam inh: inflammasome signaling inhibition, IL-1 beta readout. THP-1 LPS/ATP IL-1B secretion, AlphaLISA, 16 h; active compounds read low. activity change, % at 57.5 µM. 360,000 tested, 4.7% active. AID 743279; in the data active = activity change below about -50%; inconclusive = mostly about -30% to -49%; note: % is set by controls: 0 for no effect and ±100 for the full control effect
#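 THP-1 cells pretreated 1 hr with compounds (up to 57.5 uM final), then stimulated with LPS (250 ng/mL final) plus ATP (1.25 mM final); secreted IL-1B measured by AlphaLISA after 16 hr, decreased signal indicating inhibition.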
# KB-3-1 tox: kills parental KB-3-1 adenocarcinoma cells. KB-3-1 viability, CellTiter-Glo ATP luminescence, 72 h. Potency, µM (series often up to 46.1 µM), for inactives: top-dose activity change, negative = cytotoxic, actives largely listed as cytotoxic. 400,000 tested, 1.4% active; note: potency is the fitted concentration of half-maximal effect; % is set by controls: 0 for no effect and ±100 for the full control effect; nearly all actives have a fitted effect of over 60% in size
#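 Luminescent ATP read-out (CellTiter-Glo) measures survival of drug-naive KB-3-1 cells after 72 h compound exposure at 37 °C. Titration series was screened from lowest to highest concentration, with DMSO vehicle plates as background controls.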
# KB-V1 MDR tox: KB-V1 MDR subline cytotoxicity; KB-V1 MDR cells viability, CellTiter-Glo, 72 h; Potency, µM (doses to about 46.1 µM), for inactives: top-dose activity change, negative = cytotoxicity, actives largely listed as cytotoxic; 400,000 tested, 3.4% active; AID 1347076; note: potency is the fitted concentration of half-maximal effect; % is set by controls: 0 for no effect and ±100 for the full control effect; nearly all actives have a fitted effect of over 60% in size
#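 qHTS viability screen in drug-selected KB-V1 MDR cells: 72 h compound treatment at 37 degrees C, ATP luminescence end point.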
# HT1080 IDH1KD tx: kills HT-1080 cells with IDH1 knockdown; 360,000 tested, 2% active; Potency, µM (series often up to 46.1 µM), for inactives: at the top dose activity, negative = toxicity, most hits filed as cytotoxic; HT-1080 IDH1 knockdown viability, ATP luminescence, 48 h;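 note: potency is the fitted concentration of half-maximal effect; 0% = DMSO wells and -100% = cell-free medium wells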
#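 After a 2 h attachment period, IDH1KD HT-1080 cells took pin-transferred compound for 48 h at 37 °C; ATP-based luminescence after 10 min room-temperature reagent incubation reported viability.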
# ATXN2 expr inh: inhibitors of ATXN2 expression. HEK-293 ATXN2-luciferase reporter, luminescence, 24 h. Potency, µM (series often up to 57 µM), inactives show at the top dose activity change, negative = inhibition, hits mostly inhibitors. 360,000 tested, 0.72% active; note: potency is the fitted concentration of half-maximal effect; % is set by controls: 0 for no effect and ±100 for the full control effect; nearly all actives have a fitted effect of over 55% in size
#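 qHTS (up to 57 uM final) was run with 24 h compound exposure of reporter cells at 37 °C. Each well was multiplexed: SteadyGlo luminescence measured ATXN2-luciferase expression after a fluorogenic Gly-Phe-AFC viability readout (25 uM final).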
# HT1080NT lethal: kills 2HG-producing HT-1080-NT fibrosarcoma cells | HT-1080-NT fibrosarcoma viability, CellTiter-Glo ATP luminescence, 48 h | Potency, µM (doses to about 46.1 µM), for the others: at the top dose activity, negative = less viability, actives largely listed as cytotoxic | 360,000 tested, 1.6% active | AID 686970;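 note: NT is the 2HG producing partner of a matched IDH1 knockdown line; potency is the fitted concentration of half-maximal effect; 0% = DMSO-treated cells and -100% = media-only wells without cells; nearly all actives have a fitted effect of over 55% in size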
#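 Luminescent CellTiter-Glo readout after 48 hours of compound exposure at 37 degrees C defined viability of HT-1080-NT cells. Activity was normalized to DMSO wells and cell-free media wells; concentration-response curves were fitted and assigned curve classes.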
# SW480 rereplic: DNA re-replication induction in SW480 cells; SW480 DNA re-replication, Hoechst DNA content imaging, 48 h; Potency, µM (doses to about 46.1 µM), without a hit: at the top dose re-replication activation, hits mostly activators; 340,000 tested, 1.8% active; AID 624297; note: potency is the fitted concentration of half-maximal effect; % of control where 0% means no effect; nearly all actives have a fitted effect of over 55% in size
#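 First, 250 cells per well were seeded. Next, compound or vehicle (23 nL) was pinned in, plates sat 48 hr at 37 C. Finally Hoechst was added for 40 min before fluorescence scanning.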
# MCF10A rereplic: DNA re-replication induction in MCF 10a cells | MCF 10A DNA re-replication, Hoechst nuclear intensity, 48 h | Potency, µM (titrated, usually from 46.1 µM), without a hit: at the highest dose activity, positive = re-replication, actives largely listed as activators | 350,000 tested, 2.9% active | AID 624296; note: potency is the fitted concentration of half-maximal effect; % of control where 0% means no effect; nearly all actives have a fitted effect of over 50% in size
# Numbers without * were called inactive; ? = inconclusive; / = not tested or not shown; [ ] = remark or other dose. Unless noted, calls come from the whole dose curve; as a rule, active = well fitted curve in the direction sought with a large enough effect; inconclusive = small, poorly fitted or top-dose-only effect, or another doubt; inactive = no such curve, though single readings can be large; an effect the other way counts as inactive or inconclusive.
mol,WRN helicase inh,IL-1B inflam inh,KB-3-1 tox,KB-V1 MDR tox,HT1080 IDH1KD tx,ATXN2 expr inh,HT1080NT lethal,SW480 rereplic,MCF10A rereplic
CC(NC(=O)c1cc2c(s1)CCCC2)C(C)(C)C (centres undefined),11%,9,-7%,-4%,-4%,15%,4%,0%,-5%
COc1ccc(Oc2nccc(OC)c2C#N)cc1,-6%,?,-16%,-25%,16%,5%,?,-10%,?
Cc1cc(OCC(=O)NN2C(=O)c3ccccc3C2=O)ccc1Cl,-13%,8,-2%,-17%,0%,/,-5%,11%,-4%
O=C(N/N=C/c1cccc([N+](=O)[O-])c1)c1cc2ccccc2o1,-27%[57.1 µM],2,-1%,-11%,?,-10%[11.3 µM],14%,?,?
C=CCNC(=O)c1onc(CSc2ccc(Cl)cc2)c1C(=O)NCC=C,0%,-15,4%,10%,0%,-13%,-9%,-10%,-8%
CC(=O)c1cccc(NC(=O)C2(C)Cc3c(-c4cccc(C(N)=O)c4)ccnc3O2)c1 (centres undefined),-4%,-23,0%,5%,?,0%,?,/,/
COc1ccc([N+](=O)[O-])cc1NC(=O)c1cccs1,-6%,10,-7%,-18%,-1%,-5%,-5%,-5%,6%
CO/N=C/c1ccc(Sc2ccc(C)cc2)c([N+](=O)[O-])c1,-5%,-18,-4%,16%,11%,2%,8%,-3%,?
CN1CCN(S(=O)(=O)c2ccc(NC(=O)c3ccccc3Cl)cc2)CC1,-5%[57.1 µM],2,2%,5%,0%,4%,-4%,2%,-21%
CCCCN(Cc1cc2ccccc2[nH]c1=O)S(C)(=O)=O,2%,8,16%,?,7%,1%,4%,10µM*,-1%
COc1ccc(OC)c(NC(=S)N2CCC(C(O)(c3ccccc3)c3ccccc3)CC2)c1,0%,0,12%,?,17%,-1%,0%,-4%,-14%
O=C(CCCn1c(=O)c2ccccc2n(CC(=O)NCc2ccco2)c1=O)NCc1ccco1,-22%,-12,10%,22%,12%,0%,15%,0%,1%
Cc1cc(C)cc(OCC(=O)Nc2ccccc2C(=O)NCc2ccco2)c1,-14%,11,-8%,-6%,-19%,5%,-5%,-4%,?
CCn1c(N2CCN(CC(=O)c3c(C)n(C)c4ccccc34)CC2)nc2c1c(=O)[nH]c(=O)n2C,-2%,-71*,8%,0%,-14%,-9%,-18%,?,1%
NS(=O)(=O)c1ccc(CCNCc2cc(Br)ccc2OCc2ccccc2F)cc1,-25%,/,-20%,-11%,23µM*,-17%[11.3 µM],?,?,?
CNC(=S)NNC(=O)c1ccc(C(C)(C)C)cc1,13%,-18,-28%,?,4%,/,-11%,21%,-1%
COc1cc(/C=N/N=C/c2c[nH]c(=O)c(C#N)c2Nc2ccccc2)ccc1O,-12%,3,-9%,0%,11%,2%,0%,0%,11%
Cc1ccc(Oc2ccccc2/C=N/O)cc1,-28%,-16,-4%,0%,-2%,-14%,-3%,?,29%
CCCc1nn(C)c(C(=O)Nc2ccc3ccccc3c2)c1Cl,6%,29,7%,-25%,10%,51%[activator],5%,-3%,15%
CC1CCN(C(=O)C(=O)Nc2sc3c(c2C(N)=O)CC(C)(C)OC3)CC1,9%,4,17%,-12%,3%,9%,2%,-6%,-2%
CCOc1ccc(CCNC(=O)COC(=O)c2cccc(S(=O)(=O)N3CCOCC3)c2)cc1OCC,3%,4,-2%,18%,4%,6%,3%,-99%[inhibitor],-2%
CCC(CC)NC(=O)c1ccc(NS(=O)(=O)c2ccc3[nH]c(=O)[nH]c3c2)cc1,2%,-1,5%,21%,13%,-5%,16%,-11%,-6%
CN(CC(=O)Nc1ccc(F)c(F)c1F)C(=O)c1ccc(-n2cncn2)c([N+](=O)[O-])c1,-2%,3,-3%,-4%,2%,0%,8%,4%,0%
CCN1CCN(C(=O)c2cc(-c3ccco3)nc3ccccc23)CC1,-15%,0,9%,17%,0%,0%,-4%[9.24 µM],27%,3%
C=CCn1c(SCC(=O)NCc2ccccc2)nnc1C1CCCCC1,3%,8,-11%,?,7%,13%,9%,0%,29%
O=C1CCS/C(=N\N=C\c2ccc(Cl)cc2Cl)N1,-1%,-16,?,?,-3%,0%,2%,-14%,-7%
O=C(COC(=O)c1nc(Cl)ccc1Cl)c1ccc[nH]1,-10%,8,0%,0%,14%,12%,15%,-11%,-8%
CCOC(=O)N1CCN(C(=O)c2cc3c(=O)n4ccccc4nc3s2)CC1,-15%,15,/,/,9%,4%,4%,-12%,2%
Cc1ccc(-c2nnc(N)s2)cc1,-4%,3,1%,-5%,25%,13%,17%,3%,?
O=C(CCCSc1nc2sc3c(c2c(=O)[nH]1)CCC3)NCCCO,-13%,-3,-3%,22%,-1%,-14%,5%,-7%,10%
Cc1c(Cl)cccc1NC(=O)c1ccc(-n2ccnc2)nc1,4%,-20,0%,4%,-1%,11%,2%,-3%,0%
CC(=Nc1ccc(C)cc1)c1sc2ccccc2c1O,-9%,-18,?,0%,?,0%,?,10%,10%
CCCc1nc2ccccc2n1C(C)C(=O)NC(C)(C)C (centres undefined),4%,29,1%,-10%,4%,/,10%,/,/
CSc1ccc(Cl)c(C(=O)NCCOc2cc(C(C)C)ccc2C)c1,-10%,?,?,?,?,-20%,?,-6%,-1%
CCn1nccc1C(=O)Nc1ccc(C(=O)OC(C)C)cc1,-6%,?,8%,8%,2%,15%,2%,6%,0%
Cc1ccc(OCC(=O)NCCNC(=O)COc2ccc(C)cc2)cc1,-5%,0,1%,-3%,-1%,-25%,-4%,-1%,-11%
C=CCC(=O)N1CCCC(CNC(=O)c2ccc(-c3ccccc3)cc2)C1 (centres undefined),6%,-64*,-1%,-19%,-10%,13%,-9%,12%,?
CC(=O)c1ccc(NC(=O)[C@@H]2CCCN2C2=NS(=O)(=O)c3ccccc32)cc1,12%,-13,2%,2%,-4%,5%,-10%,-5%,-4%
Cc1cccc(COCCN2CCN(S(=O)(=O)c3ccccc3)CCC2=O)c1,8%,-4,-7%,11%,-4%,-2%,-1%,3%,-23%
O=[N+]([O-])c1ccccc1-n1cnc2ccccc21,11%,8,7%,-1%,1%,17%,-17%,0%,4%
O=C(CCNC(=O)C1CCN(S(=O)(=O)c2ccc(F)cc2)CC1)NCc1ccc(Cl)cc1,0%,18,0%,-14%,0%,/,-8%,-17%,14%
CCN(CC)S(=O)(=O)c1ccc2[nH]c(=O)[nH]c2c1,-5%,8,5%,4%,-1%,-2%,-2%,-1%,-9%
CC#CCN(Cc1ccco1)C(=O)C1CCC(=O)N(Cc2ccccc2F)C1 (centres undefined),9%,7,0%,?,-3%,22%,0%,11%,16%
COC(=O)C1=C(C)N(c2cccc(OC)c2)C(=O)/C1=C\c1ccco1,-7%,9,-3%,-5%,-14%,-20%,-11%,-1%,-3%
CCCCc1c(C)c2ccc(OCC(C)=O)cc2oc1=O,-4%,-2,11%,-16%,10%,87%[activator],15%,0%,4%
Cc1cc(C)c2c(N)c(C(=O)c3cccc(Cl)c3)sc2n1,2%,-5,-1%,?,-13%,4%,-11%,?,?
COc1ccc(OC)c(CNC(=O)COc2cc(=O)n(C)c3ccccc23)c1,-4%,-3,-2%,18µM*,-4%,16%,1%,2%,7%
O=C(CN1C(=O)c2cccc3cccc1c23)NCC1CCCO1 (centres undefined),-8%,0,-4%,-13%,8%[9.24 µM],-8%,15%,-7%,6%
O=C(CN1CCC(n2nnc3cc(C(F)(F)F)ccc32)CC1)N1CCc2ccccc21,-1%,28,-12%,?,5%,-17%,0%,?,10%
C=CCn1c(SCC(=O)Nc2ccc3c(c2)OCCO3)nc2cc(C(=O)O)ccc2c1=O,1%,-17,13%,?,-3%,-5%,3%,-7%,-4%
O=C(c1cccs1)N1C[C@@H](n2cc(C3CC3)nn2)[C@H](O)C[C@@H]1c1ccccc1,5%,-2,-3%,-18%,1%,-4%,-2%,/,/
O=C1c2c(-c3ccc(Br)cc3)noc2CCN1Cc1cn(Cc2ccccc2)nn1,-6%,-8,-9%,?,?,/,?,/,/
COc1ccc(OC)c(NC(=O)Nc2nc(C(C)N)cs2)c1 (centres undefined),-20%,-69*,0%,4%,-22%,-1%,-28%,/,/
COc1cc(OC)c(C(=O)OCC(=O)Nc2ccc(N3CCOCC3)cc2)cc1OC,3%,19,12%,-9%,10%,5%,6%,-3%,7%
CCc1ccc(NC(=O)CS(=O)CC(=O)Nc2ccc(-n3cnnn3)c(C)c2)cc1 (centres undefined),-23%,11,-3%,18%,0%,-7%,2%,-3%,-13%
CCCn1c(=S)[nH]c2cc(C(=O)N3CCN(C)CC3)ccc2c1=O,2%,39,3%,5%,3%,/,3%,/,/
C[C@H](CO)NC(=O)[C@H](C)[C@H]1C[C@]1(C)[C@H](NC(=O)OCc1ccccc1)c1ccccc1,7%,-1,0%,11%,13%,2%,19%,-4%,1%
CC(C)C[C@H]1CN=C(N(C)C)N1CCc1cccc(F)c1,-8%,-15,-25%,11%,-2%,-20%,0%,-14%,-20%
CC(CN1CCOCC1)OC(=O)c1ccc2c(c1)OCCO2 (centres undefined),5%,-4,14%,-6%,16%,35%[activator],9%,1%,0%
CCN(CCO)C(=O)C(c1ccccc1)c1ccccc1,-1%,-2,0%,5%,13%,5%,8%,-1%,1%
